HIF activator: HIF pathway transcriptional activation. U2OS HRE-luciferase reporter, luminescence; normalized: DMSO 0%, desferrioxamine 100%. activation, % at 7.5 µM (by protocol). 0.32% of 300,000 active. AID 1910;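 active = mean activation of at least 10% of the iron chelator positive control signal, with at least half of replicates also reaching 10%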
KLF5 inh: kruppel-like factor 5 inhibition; inhibition, % at 5 µM; DLD-1 KLF5 promoter-luciferase reporter, luminescence; AID 1700; 0.23% of 290,000 active;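 active = inhibition above a per-plate limit of that plate's mean compound inhibition plus 3 SD, cut at about 60% in these data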;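 also: 0% = DMSO wells and 100% = LY294002 at 200 µM; higher means less KLF5 promoter-driven luciferase light; inactives centre near -14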
TRPC4 inh: blocks the mouse TRPC4 cation channel. Q9QUQ5. HEK293 TRPC4beta/mu-opioid, DAMGO-evoked Fluo4 calcium flux; active compounds read low. B-score at 10 µM. 0.39% of 300,000 active;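 active = B-score over 3 SD under the library average, no early fluorescence shift, positive overall ratio signal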
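Assay system: HEK293 cells with stable TRPC4beta plus mu-opioid receptor expression. Dosing: single dose. Measured by: Fluo4 Ca2+ flux fluorescence. Also added: DAMGO in two steps, submaximal then maximal. Read-out: B score from integrated Fluo4 fluorescence ratio.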
TRPC4 agonist: opens the mouse TRPC4 cation channel | Q9QUQ5 | HEK293 TRPC4beta/mu-opioid, Fluo4 calcium fluorescence; active compounds read high | B-score at 10 µM | 0.49% of 310,000 active | AID 2237;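 active = B-score above 5 SD of library B-scores, and initial fluorescence ratio not above library mean plus 5 SD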;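 also: positive B-score marks a calcium rise read as TRPC4 activation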
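Assay system: HEK293 cells stably co-expressing mouse TRPC4beta and mu-opioid receptor / Timing: Fluo4 dye loading 45 min at room temperature, 110 s recording / Signal: Fluo4 calcium-sensitive dye fluorescence, kinetic, 1 Hz baseline / Read-out: integrated baseline-normalised fluorescence ratio, converted to per-well B score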
IEC-6 cytotox: counter-screen for KLF5 inhibitors: cytotoxicity in IEC-6 cells; IEC-6 cytotoxicity, luminescence viability; AID 1825; 0.78% of 290,000 active; inhibition, % at 5 µM; in the data active = inhibition above about 22%;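 also: 0% = plate median of test compound wells and 100% = cytotoxic reference compound wells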
SKKanGAS inh: SKKanGAS growth inhibition | S. pyogenes SKKanGAS, kanamycin growth, BacTiter-Glo, 6 h | inhibition, % at 7.5 µM | 1.3% of 300,000 active;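 active = mean replicate score, as percent of positive control median, at least 50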;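 also: strain carries kanamycin resistance gene driven by streptokinase promoter and grows in 40 µg/ml kanamycin; loss of luminescence reflects streptokinase promoter inhibition or plain growth inhibition; 0% = median of DMSO wells and 100% = positive control at its reference dose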
TRPC6 inh: blocks the mouse TRPC6 cation channel. 1.1% of 310,000 active. HEK293-TRPC6, membrane potential dye, ACh-evoked depolarization; active compounds read low. B-score at 10 µM. Q61143. AID 2553;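 active = B-score under library mean minus 3 SD, initial fluorescence not abnormally high, positive integrated signal ratio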;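 also: B-score derived from integrated fluorescence ratio over the kinetic read; more negative B-score means stronger inhibition of depolarization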
Target sequence (Q61143 whole entry, looked up): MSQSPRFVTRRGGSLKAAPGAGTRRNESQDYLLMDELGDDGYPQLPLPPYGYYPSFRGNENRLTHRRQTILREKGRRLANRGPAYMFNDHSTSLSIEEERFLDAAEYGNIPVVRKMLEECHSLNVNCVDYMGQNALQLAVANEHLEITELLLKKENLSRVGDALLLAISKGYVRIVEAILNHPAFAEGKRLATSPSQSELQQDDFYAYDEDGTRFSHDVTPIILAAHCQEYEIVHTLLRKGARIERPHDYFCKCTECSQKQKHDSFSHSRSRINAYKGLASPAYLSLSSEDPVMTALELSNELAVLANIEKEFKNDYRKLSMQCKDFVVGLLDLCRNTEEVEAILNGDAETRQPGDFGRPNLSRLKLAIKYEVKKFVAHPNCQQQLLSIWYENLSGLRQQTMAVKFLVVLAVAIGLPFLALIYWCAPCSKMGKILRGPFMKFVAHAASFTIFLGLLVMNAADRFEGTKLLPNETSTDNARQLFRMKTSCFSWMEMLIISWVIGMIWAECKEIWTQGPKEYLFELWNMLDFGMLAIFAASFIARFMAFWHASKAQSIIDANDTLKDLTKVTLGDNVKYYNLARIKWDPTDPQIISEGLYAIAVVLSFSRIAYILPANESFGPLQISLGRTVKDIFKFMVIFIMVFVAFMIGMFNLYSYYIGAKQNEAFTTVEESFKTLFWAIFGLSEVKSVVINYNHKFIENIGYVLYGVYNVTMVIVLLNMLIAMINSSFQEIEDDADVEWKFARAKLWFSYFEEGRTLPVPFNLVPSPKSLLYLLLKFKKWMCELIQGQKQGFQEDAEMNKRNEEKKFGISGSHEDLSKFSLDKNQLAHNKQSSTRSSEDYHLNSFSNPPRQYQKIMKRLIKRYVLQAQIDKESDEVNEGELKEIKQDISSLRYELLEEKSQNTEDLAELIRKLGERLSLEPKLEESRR
MrgX1 antagonist: blocks BAM8-22 activation of human MrgX1 receptor; B-score at 10 µM; 1.3% of 310,000 active; MRGX1-HEK293 calcium flux, Fluo-4, BAM8-22 antagonism; active compounds read low; Q96LB2;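 active = calcium-response B-score plate-corrected more than 3 library SD below zero, starting fluorescence within 5 deviations, no agonist response on first addition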;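 also: peak minus trough fluorescence over baseline after final BAM8-22 challenge near maximal dose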
aSyn 5UTR inh: MLPCN primary screen, SNCA 5' untranslated region; 0.82% of 300,000 active; AID 1813; alpha-synuclein 5'UTR reporter, inhibitor activity; inhibition, % (tested at 7.5 µM); in the data active = inhibition above about 60%;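 also: H4 neuroglioblastoma cells stably carrying SNCA 5'UTR luciferase fusion; 0% = DMSO wells and 100% = positive control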
TRPC6 act: mouse TRPC6 channel activation. 0.13% of 310,000 active. B-score at 10 µM. HEK293-TRPC6 membrane potential dye fluorescence; active compounds read high. AID 2550. Q61143;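 active = B-score of the integrated fluorescence ratio above library mean plus 3 SD, and starting fluorescence ratio within library mean plus 5 SD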;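 also: higher score means more depolarization so channel activation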
TRPC4 PAM: allosterically enhances the mouse TRPC4 cation channel; HEK293 TRPC4beta/mu-opioid, DAMGO EC20, Fluo-4 Ca2+ flux; active compounds read high; B-score at 10 µM; 0.42% of 310,000 active;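 active = B-score of calcium response area above 5 SD of library B-scores, with initial fluorescence ratio within 5 SD of library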;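 also: B-score of integrated fluorescence ratio over time as area under calcium response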
* hit, by the source's call; i = inactive; nt = not tested or not shown.

The line under a structure holds: HIF activator | KLF5 inh | TRPC4 inh | TRPC4 agonist | IEC-6 cytotox | SKKanGAS inh | TRPC6 inh | MrgX1 antagonist | aSyn 5UTR inh | TRPC6 act | TRPC4 PAM
COc1ccc(OC)c(S(=O)(=O)N(C)CC(=O)Nc2ccccc2OC)c1
 : -0.1 | 12 | i | i | 9 | -5 | i | i | 13 | i | i
Cc1onc(-c2c(F)cccc2Cl)c1C(=O)NC1CCSC1=O (stereo not drawn)
 : -2.3 | 2 | i | i | 2 | -6 | i | i | 20 | i | i
COc1cc(OC)cc(C(=O)N[C@H](C(=O)NCc2cccs2)C(C)C)c1
 : 0.1 | -10 | i | i | -2 | 3 | i | i | -5 | i | i
CCN(CC(=O)NCc1cccs1)C(=O)CCC(=O)c1ccc(C)cc1
 : 0.9 | nt | i | i | nt | 24 | i | i | 7 | i | i
CN(C)c1ccc(/C=N/NC(=O)c2ccc(Cl)cc2)cc1
 : 0.3 | -26 | i | i | -7 | -2 | i | i | -18 | i | i
CCOc1ccc(NC(=O)c2cc(Cl)nc3ccccc23)cc1
 : 0.1 | -8 | i | i | 3 | -9 | i | i | 3 | i | i
Cc1ccc(C(=O)COC(=O)CN2C(=O)C3C4C=CC(C4)C3C2=O)cc1[N+](=O)[O-] (stereo not drawn)
 : -0.3 | -9 | i | i | 5 | 3 | i | i | -13 | i | i
CN1CCc2c1nc1ccccc1c2N=C1CCCN1Cc1ccccc1
 : -0.4 | -5 | i | i | -4 | -2 | i | i | -24 | i | i
C[C@@H]1C=C(C(=O)N2CCOCC2)O[C@H](OCc2ccc(CO)cc2)C1
 : -0.5 | -26 | i | i | -6 | 2 | i | i | 3 | i | i
CC(C(=O)NCCC1=CCCCC1)N1C(=O)c2ccccc2C1=O (stereo not drawn)
 : 0.2 | 13 | i | i | 4 | 3 | i | i | -10 | i | i
S=C(Nc1ccc2c(c1)OCO2)N1CCCC1
 : 3.1 | -33 | i | i | 1 | 1 | i | i | -94 | i | i
CC/C(O)=C1\C(=O)CCCC1=NCCc1nc2ccccc2[nH]1
 : -0.2 | 5 | i | i | 4 | -1 | i | i | -3 | i | i
CN(C)S(=O)(=O)Oc1cccc(C(=O)Nc2ccc([N+](=O)[O-])cc2)c1
 : 1.9 | -26 | i | i | 14 | 5 | i | i | -168 | i | i
CCCN(CC(=O)Nc1ccccc1OC)C(=O)c1cccc(S(=O)(=O)NCc2ccccc2)c1
 : -0.1 | nt | i | i | nt | -6 | i | -6.1* | -7 | i | i
CCNCc1ccccc1OCc1ccccc1
 : 0.2 | -5 | i | i | -5 | -10 | i | i | -6 | i | i

The list goes on:
The line under a structure holds: HIF activator | KLF5 inh | TRPC4 inh | TRPC4 agonist | IEC-6 cytotox | SKKanGAS inh | TRPC6 inh | MrgX1 antagonist | aSyn 5UTR inh | TRPC6 act | TRPC4 PAM
CC(c1ccco1)N(C(=O)c1ccc(F)cc1)c1ccccn1 (stereo not drawn)
 : -0.3 | -33 | i | i | -5 | -1 | i | i | -13 | i | i
O=C(CCn1c(=O)oc2ccccc21)Nc1ccc(C(=O)O)cc1
 : 0.2 | -16 | i | i | 7 | 1 | i | i | -1 | i | i
CC1CN(S(=O)(=O)c2ccc(C(=O)Nc3sccc3C(N)=O)cc2)CC(C)O1 (stereo not drawn)
 : -0.2 | 8 | i | i | 8 | 9 | i | i | 18 | i | i
CC(C)CCN1CCN(Cc2nc3c(s2)CCCC3)CC1CCO (stereo not drawn)
 : -0.5 | -21 | i | i | -2 | -3 | i | i | -19 | i | i
CCCC(=O)Nc1nnc(CC(=O)OCC)s1
 : -0.7 | -15 | i | i | 9 | 1 | i | i | -2 | i | i
CCOC(=O)c1oc2ccccc2c1NC(=O)C(C)(C)C
 : -0.5 | -6 | i | i | 2 | 1 | i | i | 24 | i | i
Cc1ccsc1C(=O)NCc1ccccc1Cl
 : -0.8 | -8 | i | i | 0 | -17 | i | i | -5 | i | i
O=C(Nc1nnc(-c2ccc(Br)cc2)o1)C1=COCCO1
 : 0.1 | nt | i | i | nt | -6 | i | i | -20 | i | i
COc1ccc(Cl)cc1NC(=S)NCc1ccc(S(N)(=O)=O)cc1
 : 0.0 | 23 | i | i | 1 | -5 | i | i | 0 | i | i
CC1=CC(C)(C)N(C(=O)CNC2CCCCC2)c2cc(C)ccc21
 : -1.0 | -9 | i | i | -2 | -7 | -5.6* | i | 13 | i | i
C=C(C)C1CC=C(C)/C(=N/NC(=O)CCCNc2cccc(C)c2)C1 (stereo not drawn)
 : 0.1 | -18 | i | i | 3 | -5 | i | i | -4 | i | i
CC(Sc1nncs1)C(=O)Nc1ccc(Cl)cn1 (stereo not drawn)
 : 0.6 | -12 | i | i | 0 | 1 | i | i | 12 | i | i
O=C(c1cc(-c2ccc(Cl)cc2)on1)N1CCN(c2ccc(F)cc2)CC1
 : 0.0 | -27 | i | i | -3 | -1 | i | i | 6 | i | i
CCSc1ncc(Cl)c(C(=O)Nc2ccccc2C)n1
 : -37 | -33 | i | i | 2 | 2 | i | i | 3 | i | i
O=C(CN1C(=O)CSC1=O)NCc1ccccc1
 : -0.1 | -14 | i | i | -5 | -2 | i | i | -2 | i | i

Next section.
The line under a structure holds: HIF activator | KLF5 inh | TRPC4 inh | TRPC4 agonist | IEC-6 cytotox | SKKanGAS inh | TRPC6 inh | MrgX1 antagonist | aSyn 5UTR inh | TRPC6 act | TRPC4 PAM
CCCCCC(=O)NNC(=O)Nc1ccccc1
 : -0.1 | -6 | i | i | -1 | -2 | i | i | 0 | i | i
CCn1c(=O)c(C(=O)NNS(=O)(=O)c2ccc(NC(=O)OC)cc2)c(O)c2ccccc21
 : 0.2 | -8 | i | i | -6 | 26 | i | i | 1 | i | i
O=C(NCC1CC1)c1ccccc1Cl
 : 0.0 | -29 | i | i | -2 | -1 | i | i | -3 | i | i
CC(=O)N/N=C(\C)CC(=O)Nc1cccc2c1CCCC2
 : 0.4 | -11 | i | i | -2 | -7 | i | i | 11 | i | i
Cc1sc(N)nc1-c1ccccc1
 : -0.3 | -23 | i | i | 5 | 0 | i | i | -32 | i | i
CCOP(=O)(OCC)C(O)c1cc(OC)c(OC)c(OC)c1 (stereo not drawn)
 : 0.5 | -22 | i | i | 3 | -1 | i | i | 16 | i | i
O=C(OC(C(=O)NC1CCCC1)c1cccnc1)C1=Cc2ccccc2OC1 (stereo not drawn)
 : 0.1 | -27 | i | i | -2 | -5 | i | i | -14 | i | i
COc1ccccc1N1CCN(C(=S)Nc2ccc(F)cc2)CC1
 : -7.8 | -45 | i | i | -3 | 2 | i | i | -17 | i | i
Cn1c(-c2ccccn2)[n+](C)c2ccccc21
 : 0.3 | -37 | i | i | 0 | 6 | i | i | -1 | i | i
O=C(Nc1nccs1)c1ccc(Br)c(S(=O)(=O)N2CCCC2)c1
 : -0.7 | -33 | i | i | 3 | 1 | i | i | -17 | i | i
COc1ccc(C(=O)NC2CC2)cc1OC1CCN(Cc2ccc(F)cc2Cl)CC1
 : -0.3 | -12 | i | i | 3 | -2 | i | i | 21 | i | i
Cc1cc(C(=O)CSc2nnc(N)s2)c(C)n1C1CC1
 : 0.3 | nt | i | i | nt | -3 | i | i | -88 | i | i
CC(C(=O)OCC(=O)c1c(N)n(C)c(=O)n(C)c1=O)N1C(=O)c2ccccc2C1=O (stereo not drawn)
 : -0.9 | -9 | i | i | 15 | -2 | i | i | -9 | i | i
CC1(C)CC(=O)c2sc(NC(=O)c3ccccc3)nc2C1
 : -1.1 | -113 | i | i | -3 | 4 | i | i | -78 | i | i
C#CCOCCOCCOCCNc1nc(N2CCOCC2)nc(N2CCN(C(=O)[C@H]([C@@H](C)CC)n3cc([C@@H](N)CC(C)C)nn3)CC2)n1
 : -1.7 | -8 | i | i | -17 | 0 | i | i | -13 | i | i

(list continues)
The line under a structure holds: HIF activator | KLF5 inh | TRPC4 inh | TRPC4 agonist | IEC-6 cytotox | SKKanGAS inh | TRPC6 inh | MrgX1 antagonist | aSyn 5UTR inh | TRPC6 act | TRPC4 PAM
Cc1ccc(-n2c3c(cc(C(=O)N4CCN(C)CC4)c2=O)C(=O)CC(C)(C)C3)cc1
 : -0.8 | 3 | i | i | -2 | -5 | i | i | 3 | i | i
Cc1ccc(S(=O)(=O)N(Cc2ccccc2)c2ccccc2C(=O)NCc2ccco2)cc1
 : nt | -5 | i | i | -2 | 5 | i | i | 11 | i | i
COCCOC1CCN(C(=O)C2CCC(=O)N(CCc3ccc(OC)cc3)C2)CC1 (stereo not drawn)
 : 0.1 | 9 | i | i | 2 | 1 | i | i | -14 | i | i
COc1ccc(N(Cc2ccccc2)S(=O)(=O)c2cccc(C(=O)NC3=NCCS3)c2)cc1
 : -0.2 | 4 | i | i | -4 | 11 | i | i | 10 | i | i
CCN(CC)CCN1C(=O)C(O)=C(C(=O)c2cc3cccc(OC)c3o2)C1c1cccs1 (stereo not drawn)
 : 0.7 | -20 | i | i | -2 | -7 | i | i | -18 | i | i
CNC(=S)N(Cc1ccc2c(c1)OCO2)C1CC(=O)N(c2ccccc2)C1=O (stereo not drawn)
 : -0.3 | -4 | i | i | 11 | -5 | i | i | 1 | i | i
COc1nc(NCc2ccco2)nc(NC2CCCCC2)n1
 : 3.0 | -64 | i | i | 0 | 5 | i | i | -94 | i | i
CCN(CC)C(=O)Oc1ccc(Br)cc1C(=O)Nc1ccc(F)cc1F
 : -0.3 | -12 | i | i | 1 | -4 | i | i | 0 | i | i
CCCc1cc2c(=O)c(-c3ccc4c(c3)OCCO4)c(C)oc2cc1OS(C)(=O)=O
 : -0.3 | -37 | nt | i | -4 | 6 | i | i | 27 | i | i
COc1ccc(C(C)=O)c2c(O)cccc12
 : -0.3 | 12 | i | i | 1 | -1 | i | i | 23 | i | i
Cc1cc(C)nc(N2CCCC(C(=O)Nc3cccc(Cl)c3)C2)n1 (stereo not drawn)
 : -0.3 | 8 | i | i | -7 | 6 | i | i | -3 | i | i
O=C(CSc1cn(Cc2cccc(F)c2)c2ccccc12)NCc1ccc(F)cc1
 : 0.0 | -11 | i | i | -2 | -1 | i | i | 4 | i | i
Cc1cccc(C(=O)NCCN(C)C)c1
 : 0.1 | -24 | i | 73* | 3 | -4 | i | i | -3 | i | i
CN(C)S(=O)(=O)Oc1ccsc1C(=O)Nc1ccc(Cl)cc1
 : 0.0 | -2 | i | i | 12 | 13 | i | i | -17 | i | i
Clc1cc2nc3ccccn3c2cc1Cl
 : 1.0 | 3 | i | i | 4 | 8 | i | i | -115 | i | i
CCCn1c(CC)nc([N+](=O)[O-])c1Sc1ccc(F)cc1
 : -0.3 | 8 | i | i | 1 | -3 | i | i | -26 | i | i

Source: PubChem BioAssay
